Assay outcomes from PubChem.
CASP6 VEID inh = blocks human caspase-6 cleavage activity; P55212; purified caspase-6, Z-VEID-R110 cleavage fluorescence; inhibition, % at 12.5 µM; 350,000 compounds, 0.53% hits; AID 686996;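 active = mean inhibition across replicates at least about 35%, with every replicate also reaching that limit, limit read from the data; inconclusive = only one of the two criteria met; inactive = neither criterion met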;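 note: 0% = median of neutral control wells and 100% = no fluorescence left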
Target sequence (P55212 24-179 limits assumed): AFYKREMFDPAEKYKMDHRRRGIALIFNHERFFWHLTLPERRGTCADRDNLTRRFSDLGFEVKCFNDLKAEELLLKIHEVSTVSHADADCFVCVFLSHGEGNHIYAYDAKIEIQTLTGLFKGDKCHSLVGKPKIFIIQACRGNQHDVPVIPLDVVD
Target sequence (P55212 194-293 limits assumed): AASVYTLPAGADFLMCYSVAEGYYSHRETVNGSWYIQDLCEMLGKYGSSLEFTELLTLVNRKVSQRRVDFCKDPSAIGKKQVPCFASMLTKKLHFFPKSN
DENV2 CPE = DENV2-induced cell death inhibition. 350,000 compounds, 1.7% hits. DENV2-infected cells, cytopathic effect rescue, plate reader. CPE inhibition, % at 9.99 µM; in the data active = CPE inhibition above about 20%, passing the limit was not always enough; inconclusive = no clear call, values can overlap the other calls; tested in BHK-21 cells;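 note: 0% = median of neutral control wells and 100% = median of positive control wells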
PAX8 reporter = inhibitors of PAX8 transcriptional activity in RMG-I cells. 360,000 compounds, 1.2% hits. inhibition, % at 12.6 µM. RMG-I TPO-luciferase reporter, SteadyGlo, 24 h. AID 652154;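 active = mean replicate inhibition at least 60% with every replicate also reaching 60%; inconclusive = only one of the two criteria is met; inactive = mean below 60% and not all replicates reaching 60%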;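 note: luciferase light reporting Pax8 driven TPO promoter activity; plate controls were median of neutral control wells for no effect and mitoxantrone controls for full effect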
SIRT5 inh = blocks human SIRT5 desuccinylation of peptide. Q9NXA8. Purified SirT5, succinyl-peptide AMC, trypsin-coupled fluorescence. inhibition, % at 15 µM. 330,000 compounds, 1.1% hits; in the data active = inhibition above about 15%; inconclusive = no clear call, values can overlap the other calls
Target sequence (Q9NXA8 whole entry, looked up): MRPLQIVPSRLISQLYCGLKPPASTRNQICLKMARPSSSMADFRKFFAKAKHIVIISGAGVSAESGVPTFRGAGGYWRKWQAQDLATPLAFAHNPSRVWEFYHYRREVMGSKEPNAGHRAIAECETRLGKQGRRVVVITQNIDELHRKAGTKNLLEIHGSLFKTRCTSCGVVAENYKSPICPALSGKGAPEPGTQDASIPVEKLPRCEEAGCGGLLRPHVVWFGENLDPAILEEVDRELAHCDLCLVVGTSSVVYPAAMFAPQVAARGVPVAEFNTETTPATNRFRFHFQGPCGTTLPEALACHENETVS
LGR2 inh = blocks bursicon-induced cAMP signaling via Drosophila LGR2; 380,000 compounds, 0.35% hits; inhibition, % at 9.99 µM; AID 720647; HEK293 LGR2, CRE-luciferase, bursicon-stimulated, 4 h;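 active = drop in luminescence signal, shown as inhibition above about 50% in the replicate tests, limit read from the data, passing the limit was not always enough; inconclusive = probably only some replicates passing the limit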;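 note: agonist challenge used bursicon conditioned medium at about half maximal strength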
ARNT-TACC3 inh = ARNT/TACC3 interaction disruption; AlphaScreen His-ARNT PAS-B/GST-TACC3 binding, luminescence; TACC3 fragment carries E629A point mutation; inhibition, % at 9.99 µM; 390,000 compounds, 0.66% hits;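 active = mean inhibition of replicates at least 50% and at least half of replicates each reaching 50%; inconclusive = half or more replicates reach 50% but mean below 50%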;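 note: 0% = complete ARNT plus TACC3 wells and 100% = ARNT alone without TACC3; many hits fall short of the cut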
EWS-Fli block = blocks EWS/Fli oncoprotein-driven transcription; A673 NR0B1-luciferase reporter, viability-normalised; inhibition, % at 12.6 µM; 350,000 compounds, 0.67% hits; AID 651661;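 active = mean inhibition of at least 50% after viability correction, with every replicate also passing that limit; inconclusive = mean reaches 50% but only one of two replicates passes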;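 note: firefly luciferase signal divided by Alamar Blue viability fluorescence both relative to DMSO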
* hit, by the source's call; ? = inconclusive; · = not tested or not shown; & = joins results of further samples.

SMILES	CASP6 VEID inh	DENV2 CPE	PAX8 reporter	SIRT5 inh	LGR2 inh	ARNT-TACC3 inh	EWS-Fli block
Cc1cc(C2=NNC(=NCCc3ccccc3)SC2)c(C)n1CC1CCCO1 (stereo not given)	0	0	-20	0	·	-7	-46
O=C(C[C@H]1C[C@H]2c3cc(NC(=O)CC4CC4)ccc3O[C@H]2[C@@H](CO)O1)NCc1ccccn1	·	-11	3	11	-4	5	-3
Cc1ccc2c(CC(=O)Nc3ccc4nc(N5CCOCC5)sc4c3)coc2c1	1	-4	9	-3	-4	·	5
O=S(=O)(Cc1ccccc1)NCCc1cccc(Cl)c1	0	3	1	-2	-15	-26	-3
O=C(CSc1nnnn1C1CCCCC1)Nc1ccccc1F	-1	·	12	-2	-47	1	2
C[C@H](CO)N1C[C@H](C)[C@@H](CN(C)C(=O)c2ccncc2)Oc2ncc(-c3ccc(C(=O)N(C)C)cc3)cc2C1=O	0	0	1	2	-10	-11	3
CN(Cc1nc2c(s1)CCCC2)C(=O)CCc1nnc(-c2ccccc2)o1	0	·	-50	-2	-6	5	-35
O=C(Nc1ccn(CCCNCC2CCCO2)c(=O)n1)OCc1ccccc1 (stereo not given)	0	?	2	-2	14	-1	-6
CNC[C@H]1Oc2cc(-c3cccc(C(=O)N(C)C)c3)ccc2S(=O)(=O)N([C@@H](C)CO)C[C@H]1C	-2	?	-18	0	5	-6	-16
c1ccc(C2=Nn3c(nnc3-c3cccs3)SC2)cc1	-3	-4	-7	-3	-4	-4	4
CCc1nc2ccc(C(=O)NCc3ccccc3OC)cn2c1N(C)Cc1ccc(OC)cc1	-1	?	9	-4	3	·	15
Cc1nn(-c2ccccc2)nc1C(=O)Nc1nnc(C(F)(F)F)s1	-1	-3	11	2	9	-2	0
C[C@H](NC(=O)c1nc[nH]c1C(=O)N[C@@H](C)C(=O)OCc1ccccc1)C(=O)OCc1ccccc1	2	-10	-22	-3	4	6	1
c1ccc2scnc2c1	-1	-13	·	·	-1	·	-1
C[C@@H]1CN([C@H](C)CO)C(=O)CCCn2cc(nn2)CO[C@H]1CN(C)C(=O)CCC(F)(F)F	-2&-4	-5&11	-4&-6	-3&1	22	-8	2&-8
C[C@@H]1CN([C@@H](C)CO)C(=O)c2cc(C3=CCCCC3)cnc2O[C@@H]1CN(C)C(=O)c1ccc(F)cc1	0	2	·	1	-4	1	-2
CN1C(=O)c2cc(NC(=O)c3cccc(C(F)(F)F)c3)ccc2OC[C@@H]2O[C@@H](CC(=O)NCCN3CCCC3)CC[C@H]21	-2	-5	-10	-6	0	2	-2
CCCN(CC(=O)Nc1ccccc1C)C(=O)/C=C/c1ccc(OCC)c(OC)c1	-110	-4	-1	-4	-16	32	-5
COc1ccc2c(c1)OC13CCCCC1C2C(C(=O)c1ccccc1)C(=O)N3 (stereo not given)	0	7	16	·	3	·	-1
Cc1cc(C)cc(N(CC(=O)N2CCN(Cc3ccccc3)CC2)S(=O)(=O)c2c(C)noc2C)c1	1	20	-1	·	-17	-4	-5
CN(C)C(CNC(=O)c1cccc(S(=O)(=O)Nc2ccc(Br)cc2)c1)c1ccco1 (stereo not given)	-38	-3	-6	2	-11	13	-2
Fc1ccc2cc(C3=CCCCC3)ncc2c1	3	-9	-31	·	-4	·	-12
CC1CCN(C(=O)c2ccc3ccccc3c2)CC1	-2	4	-174	0	-49	-11	-58
CO[C@H]1CN(C)C(=O)c2cc(NC(=O)C3CCC3)ccc2OC[C@@H](C)N(Cc2cccnc2)C[C@@H]1C	0	-2	-4	0	-9	-10	-3

Three of these compounds in another layout.
> C[C@@H]1CN([C@@H](C)CO)C(=O)c2cc(C3=CCCCC3)cnc2O[C@@H]1CN(C)C(=O)c1ccc(F)cc1
  CASP6 VEID inh: 0
  DENV2 CPE: 2
  PAX8 reporter: ·
  SIRT5 inh: 1
  LGR2 inh: -4
  ARNT-TACC3 inh: 1
  EWS-Fli block: -2

> c1ccc2scnc2c1
  CASP6 VEID inh: -1
  DENV2 CPE: -13
  PAX8 reporter: ·
  SIRT5 inh: ·
  LGR2 inh: -1
  ARNT-TACC3 inh: ·
  EWS-Fli block: -1

> CN1C(=O)c2cc(NC(=O)c3cccc(C(F)(F)F)c3)ccc2OC[C@@H]2O[C@@H](CC(=O)NCCN3CCCC3)CC[C@H]21
  CASP6 VEID inh: -2
  DENV2 CPE: -5
  PAX8 reporter: -10
  SIRT5 inh: -6
  LGR2 inh: 0
  ARNT-TACC3 inh: 2
  EWS-Fli block: -2

Further results.
SMILES	CASP6 VEID inh	DENV2 CPE	PAX8 reporter	SIRT5 inh	LGR2 inh	ARNT-TACC3 inh	EWS-Fli block
O=C(C[C@H]1CC[C@@H](NC(=O)c2ccc(F)cc2)[C@H](CO)O1)NCCc1ccncc1	-2	0	-4	4	12	2	-4
O=C(NCc1ccncc1)c1cccc(S(=O)(=O)Nc2ccc(SC(F)F)cc2)c1	-1	?	-11	-3	-4	-4	4
COc1ccc(S(=O)(=O)N[C@H]2CC[C@@H](CC(=O)NCCc3ccncc3)O[C@H]2CO)cc1	-1	9	-2	-2	11	-8	4
COc1ccc(NC(=O)C2CCN(S(C)(=O)=O)CC2)cc1OC	1	4	0	1	-9	-2	-3
Cc1cnc(C(=O)Nc2c(-c3ccccc3)[nH][nH]c2=O)cn1	2	4	4	-10	4	·	3
COC(=O)c1c[nH]c2c1-c1cc(C(=O)OCc3ccccc3)n(S(=O)(=O)c3ccc(C)cc3)c1C(=O)C2=O	2	4	9	-3	9	-6	4
COc1cccc(C2c3c(oc4ccc(F)cc4c3=O)C(=O)N2CCN2CCOCC2)c1OC (stereo not given)	-5	9	11	0	8	0	3
O=C(O)C[C@H]1C=C[C@@H](NC(=O)Nc2ccccc2)[C@@H](CO)O1	0	10	6	1	-6	-9	-2
CC/C(=N\O)c1c(O)c2c(n(-c3ccccc3)c1=O)CCCC2	3	-12	39	-3	·	-4	2
CC=Cc1ccc2n(c1=O)C[C@H]1[C@H](CO)[C@@H](C(=O)NCC(F)(F)F)[C@@H]2N1C(=O)C1CC1 (mixture of isomers)	2	59*	·	-15	-4	16	-2
COc1ccc(C(=O)OC(C)CN2CCOCC2)cc1 (stereo not given)	-3	-1	-2	-5	-8	1	-11
CCc1nc2ccc(C(=O)Nc3ccc(OC)c(OC)c3)cn2c1N(C)C(=O)Cc1ccccc1	-4	?	-8	-2	-3	·	-10
NS(=O)(=O)c1ccc(CCN=Cc2ccccc2O)cc1	·	·	7	·	0	-25	·
O=C(C1CCOCC1)N1CC(=O)N2[C@H](CO)[C@H](c3ccc(C#CC4CC4)cc3)[C@H]2C1	5	-5	-14	2	1	·	9
O=C(Nc1ccc2c(c1)OCCO2)c1ccc(S(=O)(=O)N2CCCCC2)cc1	0	·	-82	-7	-32	-1	·
Cc1noc(C)c1S(=O)(=O)Nc1ccc2c(c1)CC(=O)N([C@@H](C)CO)C[C@@H](C)[C@@H](CN(C)C(=O)Nc1cccc3ccccc13)O2	5	·	·	2	-3	1	4
Cc1nn(-c2ccccc2)c(N2CCCC2)c1/C=N/NC(=O)c1cc(-c2cccnc2)nc2ccccc12	·	·	32	·	30	16	·
Cc1c(NC(=O)CSc2nnnn2-c2ccc(C(=O)O)cc2)c(=O)n(-c2ccccc2)n1C	-1	8	4	-3	-17	·	1
COc1ccc(C2=NS(=O)(=O)N(C)C(C(=O)Nc3ccc4c(c3)OCO4)=C2)cc1OC	1	19	22	-1	-7	9	-7
CN(Cc1nc(-c2ccccc2)no1)C1CCOCC1	-3	2	-90	-3	-50	-5	-55
CN1CCN(C(=O)/C=C/c2ccc(Cl)cc2)CC1	2	-2	-33	0	8	-16	-25
C/C=C/c1cnc2c(c1)C(=O)N([C@H](C)CO)C[C@H](C)[C@@H](CN(C)C(=O)C1CCCCC1)O2	1	1	·	9	-9	-8	1
COc1ccc(S(=O)(=O)N2CCCC(C(=O)NC3CCCC3)C2)cc1OC (stereo not given)	-1	2	3	-1	-17	13	·
CC(=O)C1CCC2C3CC=C4N(C)C(=O)CCC4(C)C3CCC12C (stereo not given)	-1	7	12	-4	8	-2	3
Cc1c(C(c2ccc(F)cc2)c2c(C)n(C)n(-c3ccccc3)c2=O)c(=O)n(-c2ccccc2)n1C	4	-2	7	-3	6	-2	8
O=C(NCCc1c[nH]c2ccccc12)c1ccc([N+](=O)[O-])o1	5	-2	72*	-5	13	·	14
C[C@@H]1CCCCO[C@@H](CN(C)C(=O)CCC(F)(F)F)[C@H](C)CN([C@H](C)CO)C(=O)c2cc(NC(=O)c3ccccc3)ccc2O1	0	2	14	7	-11	-32	3
Cc1ccc(S(=O)(=O)Nc2cccc(C(=O)NC3CCN(Cc4ccccc4)CC3)c2)cc1F	0	-9	16	2	2	8	22
COc1ccc(NC(=O)Nc2cccnc2)c(OC)c1	0	3	23	-7	6	-8	6
O=C(OCC(=O)N1CCCc2ccccc21)c1ccc(S(=O)(=O)C(F)F)cc1	2	-1	13	3	22	-1	1
C/C=C/c1ccc([C@H]2[C@@H](CO)N(C(C)=O)C23CN(C(=O)c2ccc(F)cc2)C3)cc1	-2	-5	-6	1	1	·	0
CCc1ccccc1N(C)S(=O)(=O)c1ccc2[nH]cc(C(=O)N3CCc4ccccc43)c(=O)c2c1	-2	·	22	-1	13	-2	9
COc1ccc(CCNC(=O)C(=O)NCC2OCCN2S(=O)(=O)c2ccc(C)cc2)cc1 (stereo not given)	-2	2	26	-2	9	-4	8
COCC(=O)Nc1ccc2c(c1)C(=O)N(C)C[C@H](OC)[C@H](C)CN(C(=O)CC1CC1)[C@@H](C)CO2	0	18	·	4	-10	-2	10
COc1ccccc1C1/C(=C(\O)c2ccc3c(c2)OCCO3)C(=O)C(=O)N1Cc1cccnc1 (stereo not given)	1	11	-12	1	5	0	·
CO[C@H]1CN(C)C(=O)c2cc(NC(C)=O)ccc2OC[C@H](C)N(CCC(F)(F)F)C[C@H]1C	2	19	9	10	-19	-18	11
CC(C)NC(=O)N[C@H]1CC[C@@H](CCNS(=O)(=O)c2ccc(F)cc2)O[C@H]1CO	-1	4	7	-4	30	4	-1
O=C(CNC(=O)c1ccccc1)NCCO	3	1	13	3	2	-9	0
C[C@@H]1CN([C@@H](C)CO)C(=O)c2cccc(NC(=O)Nc3ccc(F)cc3)c2O[C@@H]1CN(C)Cc1ccccc1	-1	-4	-27	4	-10	2	1
C[C@@H]1CN([C@@H](C)CO)C(=O)c2cc(NC(=O)Cn3cnnn3)ccc2O[C@@H]1CN(C)Cc1ccc2c(c1)OCO2	-3	4	·	2	2	5	-26
S=c1[nH]nc(-c2ccncc2)n1/N=C/C=C/c1ccccc1	0	4	-51	-1	-4	1	2
Nn1cc(-c2ccccc2)nc1SCC(=O)NCC(F)(F)F	-2	-4	1	·	5	0	9

Record cards (already shown). Screens in order: CASP6 VEID inh, DENV2 CPE, PAX8 reporter, SIRT5 inh, LGR2 inh, ARNT-TACC3 inh, EWS-Fli block
O=C(CNC(=O)c1ccccc1)NCCO is listed with 3, 1, 13, 3, 2, -9, 0
C[C@@H]1CN([C@@H](C)CO)C(=O)c2cccc(NC(=O)Nc3ccc(F)cc3)c2O[C@@H]1CN(C)Cc1ccccc1 is listed with -1, -4, -27, 4, -10, 2, 1
C[C@@H]1CN([C@@H](C)CO)C(=O)c2cc(NC(=O)Cn3cnnn3)ccc2O[C@@H]1CN(C)Cc1ccc2c(c1)OCO2 is listed with -3, 4, ·, 2, 2, 5, -26
CC(C)NC(=O)N[C@H]1CC[C@@H](CCNS(=O)(=O)c2ccc(F)cc2)O[C@H]1CO is listed with -1, 4, 7, -4, 30, 4, -1
S=c1[nH]nc(-c2ccncc2)n1/N=C/C=C/c1ccccc1 is listed with 0, 4, -51, -1, -4, 1, 2
